Compound activity as filed in PubChem BioAssay.
OXTR agonist: human OXTR agonists, primary screen, fluorescence, CHO-OTR cells, Fluo-8 calcium | Oxytocin receptor (Homo sapiens), P30559 | Fluo-8 calcium fluorescence; normalized: DMSO 0%, oxytocin 100% | activation, % at 3 µM | actives 0.32% (n = 320,000) | AID 2435, 2010;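 active = activation above the mean of all tested compounds plus 3 SD, cutoff set per screening run, cut at about 20% in these data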;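 note: peak over basal fluorescence ratio from a 100 s FLIPR kinetic read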
Target sequence (P30559 whole entry, looked up): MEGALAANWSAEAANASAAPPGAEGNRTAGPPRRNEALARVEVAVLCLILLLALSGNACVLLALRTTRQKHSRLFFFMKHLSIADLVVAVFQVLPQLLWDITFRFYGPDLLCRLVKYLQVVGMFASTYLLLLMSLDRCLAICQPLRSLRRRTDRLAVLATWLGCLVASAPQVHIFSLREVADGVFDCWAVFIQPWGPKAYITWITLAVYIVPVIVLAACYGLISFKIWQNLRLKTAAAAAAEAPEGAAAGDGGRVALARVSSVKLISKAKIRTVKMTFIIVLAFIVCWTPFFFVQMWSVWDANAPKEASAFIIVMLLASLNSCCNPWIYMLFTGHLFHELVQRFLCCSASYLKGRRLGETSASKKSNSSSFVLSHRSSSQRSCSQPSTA
Active calls of the source: *.

SMILES	OXTR agonist
CC(=O)c1ccc(NC(=O)CN2C(=O)NC3(CCCc4ccccc43)C2=O)cc1 (stereo not given)	1.6
CNC(=O)[C@H]1O[C@@H](n2cnc3c(NCc4cccc(I)c4)nc(Cl)nc32)[C@H](O)[C@@H]1O	0.5
CN(C(=O)CSc1nnnn1-c1ccc(O)cc1)C1CCCCC1	3.8
COc1ccc(C(=O)C(=O)c2ccc(OCCO)cc2)cc1	1.6
COc1ccc(NC(=O)CSc2nnc3n2CCCCC3)cc1S(=O)(=O)N1CCOCC1	3.0
Cc1ccc(S(=O)(=O)N2CCC(C(=O)Nc3ccncc3)CC2)cc1	0.2
Cc1sc(NC(=O)c2cccc(N3C(=O)CCC3=O)c2)nc1-c1ccccc1	6.3
O=C(NCC1CCCO1)c1ccc(Br)c(S(=O)(=O)N2CCOCC2)c1 (stereo not given)	2.0
Cc1cccnc1NC(=O)CN1C(=O)c2ccccc2S1(=O)=O	1.6
CC(C)NC(=S)NNc1ncnc2sc3c(c12)CC(C)(C)OC3	-1.2
Cc1csc(=O)n1CCC(=O)OCC(=O)Nc1cc([N+](=O)[O-])ccc1Cl	2.5
CCN(CC(=O)Nc1ccc(NC(C)=O)cc1)C(=O)c1cccc(Oc2ccccc2)c1	-0.4
O=c1c2ccccc2c(=O)n(-c2ccccc2)n1CCCCBr	-1.0
CCCCn1c(N)c(N(CCOC)C(=O)c2cc3c(s2)CCC3)c(=O)[nH]c1=O	-0.3
Cc1nnc(SCC(=O)N2CCN(c3ccccc3)CC2)n1C1CC1	-0.9
CCCCn1c(N)c(N(Cc2ccccc2OC)C(=O)COc2cc(C)ccc2Cl)c(=O)[nH]c1=O	-1.6
O=C1NC(=O)C(c2ccccc2)(c2ccc(O)cc2)N1 (stereo not given)	1.0
O=C(CSc1nnc2ccc(-c3ccc(F)cc3)nn12)NCC1CCCO1 (stereo not given)	-1.0
COc1ccccc1CCNC(=O)CSc1nc(=O)[nH]c2c1CCC2	0.4
CCCN(CC(=O)Nc1cc(Cl)ccc1Cl)C(=O)c1ccc(N2CCCC2=O)cc1	1.7
CCOC(=O)N1CCN(S(=O)(=O)CCNC(=O)c2ccc(F)cc2)CC1	-1.2
Nc1cc2c(cc1Cl)N(Cc1ccccc1)C(=O)CO2	0.1
COc1ccccc1NC(=O)C(C)OC(=O)c1ccc(-n2cnnn2)cc1 (stereo not given)	0.5
O=C(Cn1cnc2c(OCc3ccccc3)ncnc21)NCc1ccc2[nH]ccc2c1	2.5

The final 4 compounds of the section above are carried over, then new ones follow.
SMILES	OXTR agonist
CCOC(=O)N1CCN(S(=O)(=O)CCNC(=O)c2ccc(F)cc2)CC1	-1.2
Nc1cc2c(cc1Cl)N(Cc1ccccc1)C(=O)CO2	0.1
COc1ccccc1NC(=O)C(C)OC(=O)c1ccc(-n2cnnn2)cc1 (stereo not given)	0.5
O=C(Cn1cnc2c(OCc3ccccc3)ncnc21)NCc1ccc2[nH]ccc2c1	2.5
COc1cccc(-c2nnc(NC(=O)CCS(=O)(=O)c3ccc(C)cc3)o2)c1	-0.6
CC(C)CC1(C)NC(=O)N(CC(=O)Nc2ccc(F)c(F)c2F)C1=O (stereo not given)	1.2
COc1ccc(-c2ccc3c(c2)S(=O)(=O)c2cccc(C(=O)NCCOc4ccccc4)c2C3=O)cc1OC	0.7
COc1ccc(N(C)S(=O)(=O)c2cccc(C(=O)Nc3nc(C)cs3)c2)cc1	2.4
CCCCCCC1(C)NC(=O)N(C(C)C(=O)Nc2ccc(N3CCOCC3)cc2)C1=O (stereo not given)	1.0
CC(=O)c1ccc(OCCCC(=O)Nc2nnc(C3CC3)s2)cc1	1.2
COc1ccc(-c2sc3cc(OC)c(OC)cc3c2-c2ccc(O)cc2)cc1	-0.7
O=C(NCCS(=O)(=O)N1CCN(c2ccccc2)CC1)C1CCCC1	0.2
C[C@H]1CN([C@@H](C)CO)C(=O)c2cc(NC(=O)C3CCCCC3)ccc2O[C@H]1CN(C)Cc1ccc(-c2ccccc2)cc1	0.9
Cc1ccc(Oc2ccc(NC(=O)C3=CC=CN4CCS(=O)(=O)N=C34)cc2)cc1	24*
CCN(c1ccccc1)S(=O)(=O)c1ccc(OC)c(NC(=O)Cc2ccc(F)cc2)c1	2.7
Cc1ccc(N(Cc2ccccc2)C(=O)c2ccc(S(=O)(=O)N3CCOCC3)cc2)cc1	0.4

Brought forward from above: 5 compounds, followed by the next part.
SMILES	OXTR agonist
O=C(NCCS(=O)(=O)N1CCN(c2ccccc2)CC1)C1CCCC1	0.2
C[C@H]1CN([C@@H](C)CO)C(=O)c2cc(NC(=O)C3CCCCC3)ccc2O[C@H]1CN(C)Cc1ccc(-c2ccccc2)cc1	0.9
Cc1ccc(Oc2ccc(NC(=O)C3=CC=CN4CCS(=O)(=O)N=C34)cc2)cc1	24*
CCN(c1ccccc1)S(=O)(=O)c1ccc(OC)c(NC(=O)Cc2ccc(F)cc2)c1	2.7
Cc1ccc(N(Cc2ccccc2)C(=O)c2ccc(S(=O)(=O)N3CCOCC3)cc2)cc1	0.4
N#CCCN(C(=O)COC(=O)/C=C/c1cccs1)c1ccccc1	2.0
CC12CCC(=O)N1C(C(=O)N1CCN(S(=O)(=O)c3cccc(Cl)c3)CC1)CS2 (stereo not given)	-0.7
C[C@H](NS(=O)(=O)c1ccccc1)C(=O)N1CCN(C(c2ccccc2)c2ccccc2)CC1	-1.0
CCOc1ccc(C(=O)CCC(=O)N2CCN(S(=O)(=O)c3cccc(F)c3)CC2)cc1	2.5
COc1ccc(/C=C/C(=O)Nc2cc(S(=O)(=O)N3CCOCC3)ccc2OC)cc1	0.0
CC(C)(C)c1ccc(OCCC(=O)OCC(=O)NC2CCS(=O)(=O)C2)cc1 (stereo not given)	11
COc1ccccc1N1CCN(C(=O)c2cccc(S(=O)(=O)Nc3ccccc3F)c2)CC1	0.3
O=c1oc(C2(O)CCCCC2)cc2ccc(/C=C/c3ccc(F)cc3)cc12	-0.2
Cc1c(NC(=O)COC(=O)C2=COCCO2)cccc1[N+](=O)[O-]	2.1
C=CCn1c(C)cc(C(=O)CSc2nnc(C3CC3)n2C2CC2)c1C	0.1
O=C1CCC(C(=O)OC(C(=O)Nc2ccc([N+](=O)[O-])cc2Br)c2ccccc2)=NN1 (stereo not given)	-1.4
O=C(C1CCN(S(=O)(=O)c2ccccc2F)CC1)N1CCN(Cc2ccc3c(c2)OCO3)CC1	3.8
O=C(NC1CC1)c1cccc(NC(=O)c2cn3ccccc3n2)c1	0.5
O=C1c2ccccc2C(=O)N1CCc1ccccc1	-2.5
O=C(Nc1ccc(F)cc1)Nc1cccc(Br)c1	11
CC(=O)c1ccc(NC(=O)C(C)OC(=O)c2cccc(-n3cnnn3)c2)cc1 (stereo not given)	0.5
CCCC1(c2ccccc2)NC(=O)N(CC(=O)NCC2COc3ccccc3O2)C1=O (stereo not given)	1.0
CC(C)NC(=O)N(C)C[C@H]1Oc2ccc(NC(=O)c3ccncc3)cc2C(=O)N([C@H](C)CO)C[C@@H]1C	0.2
CC(=O)Nc1ccc(S(=O)(=O)N(C)c2ccc(OCCOc3ccccc3F)cc2)cc1	11
C[C@]12C=C[C@H](O)CC1=CCC1C2CC[C@@]2(C)C1CCC21OCCO1 (stereo not given in full)	-0.1
CC(C)C(=O)N1CCN(c2ccccc2NC(=O)c2ccc(Br)o2)CC1	-2.0
O=[N+]([O-])c1ccc(-c2cn3c(n2)SCC3)cc1	0.5
CCN(C(=O)COC(=O)CSc1ccc(F)cc1)c1c(N)n(Cc2ccccc2)c(=O)[nH]c1=O	-0.9
COc1ccccc1C(=O)NC(=O)COc1cc(Cl)ccc1Cl	0.3
CCCCN(C(=O)CSc1nnc(-c2ccc(Cl)cc2)o1)c1c(N)n(CC(C)C)c(=O)[nH]c1=O	-0.3
O=c1cc(C(O)C[N+](=O)[O-])occ1OCc1ccccc1 (stereo not given)	-1.0
C[C@H](NC(=O)c1ccccc1)C(=O)OCC(=O)Nc1sccc1C(N)=O	4.3
COC(=O)[C@@]12CCCCN1[C@H](c1ccc(-c3ccc(OC)cc3)cc1)[C@H]1C(=O)N(C)C(=O)[C@H]12	0.0
Cc1ccc(NC(=O)CN(C)C(=O)C(C)OC(=O)c2ccccc2NCCO)cc1 (stereo not given)	-0.2
Cc1noc(C)c1C(=O)Nc1nc(-c2ccc(F)c(F)c2)cs1	-1.7
O=C(CN1C(=O)NC2(CCCCC2)C1=O)Nc1ccccc1N1CCCCC1	-1.7
COc1ccc2nc3n(c(=O)c2c1)-c1cc(Cl)ccc1C(=O)NC3Cc1ccccc1 (stereo not given)	-0.6
CC(=O)Nc1nc2cc(C(N)=O)ccc2s1	1.1
CCOc1ccc(Cc2nnc(SCC(=O)Nc3ccc(OC)cc3)n(N)c2=O)cc1	-2.6
COc1ccc(CC(=O)Nc2ccc(S(=O)(=O)N3CCCC3)cc2)cc1OC	1.5
COc1ccccc1NS(=O)(=O)c1cccc(C(=O)N2CCCC2)c1	0.3
Cc1ccc(C)c2sc(N3CCN(C(=O)c4ccc([N+](=O)[O-])o4)CC3)nc12	-2.0
CC1CN(C(=O)c2cc3ccccc3cc2O)CC(C)O1 (stereo not given)	-0.1
Clc1ccc(-c2cnnc(-c3ccccn3)n2)cc1	-1.9
CCC(CC)NC(=O)C1CCN(c2ccc(S(=O)(=O)N3CCOCC3)cc2[N+](=O)[O-])CC1	2.1
O=C(COC(=O)CN1C(=O)NC2(CCCC2)C1=O)NCc1ccc(Cl)cc1Cl	-0.8
N#Cc1cccc(S(=O)(=O)NCCOc2ccccc2F)c1	1.6
O=C(NCCOc1ccccc1)c1cc([N+](=O)[O-])ccc1N1CCOCC1	0.1
CCN(C(=O)c1ccc(Cl)c(S(=O)(=O)Nc2c(C)n(C)n(-c3ccccc3)c2=O)c1)c1ccccc1	2.2
Cc1cccc(C(=O)OC(C)C(=O)Nc2ccc(S(=O)(=O)Nc3ncccn3)cc2)c1C (stereo not given)	-0.1
Cc1ccc(NC(=O)COC(=O)c2ccc(Cl)nc2)cc1S(=O)(=O)N1CCCCC1	13
Cc1cc(SCC(=O)OCC(=O)N(C)c2ccccc2)nc2ccccc12	-1.3
CCN(CC(=O)NCc1cccs1)C(=O)c1ccc(S(=O)(=O)Nc2ccccc2)cc1	0.1

An excerpt of these results, as labelled records.
smiles: Cc1ccc(C)c2sc(N3CCN(C(=O)c4ccc([N+](=O)[O-])o4)CC3)nc12
- OXTR agonist = -2.0

smiles: CC1CN(C(=O)c2cc3ccccc3cc2O)CC(C)O1 (stereo not given)
- OXTR agonist = -0.1

Following part:
SMILES	OXTR agonist
COc1cc(NC(=O)c2ccccc2)c(OC)cc1NC(=O)CN1C(=O)NC2(CCCCC2)C1=O	-0.1
Cc1cccc(NC(=O)CSCC(=O)N(C)CCOc2ccc(Cl)cc2)c1	0.8
CCN(CC)S(=O)(=O)c1ccc(C)c(NC(=O)COC(=O)CN2C(=O)NC(C)(C)C2=O)c1	-0.9
CC(OC(=O)Cn1[nH]c(=O)c2ccccc2c1=O)C(=O)Nc1ccccc1[N+](=O)[O-] (stereo not given)	2.1
Cc1ccc(CNC(=O)C(=O)NCC2CCCN2S(=O)(=O)c2cccs2)cc1 (stereo not given)	-1.4
CC1CCCN(S(=O)(=O)c2cccc(C(=O)NCC3CCCO3)c2)C1 (stereo not given)	0.8
Cc1ccc(S(=O)(=O)N(C)c2ccc(OC(=O)CN3C(=O)NC4(CCCC4)C3=O)cc2)cc1	7.5
C=C(C(=O)Oc1ccccc1C(C)(C)C)c1ccccc1	0.0
O=C(N/C=C/c1ccccc1)c1ccccc1	-1.9
C#CCOCCOCCOCCNc1nc(N2CCN(C(=O)C([C@@H](C)O)n3cc([C@@H](N)CCCCN)nn3)CC2)nc(N2CCN(C(=O)C([C@@H](C)O)n3cc([C@@H](N)CCCCN)nn3)CC2)n1 (stereo not given in full)	1.1
COc1cc(CCCN2CCNC[C@@H]2c2ccccc2)cc(OC)c1OC	1.5
CN(CC(=O)Nc1ccc(Cl)cc1)C(=O)c1ccc(S(=O)(=O)Nc2ccccc2)cc1	-0.1
Cc1ccc(OCCC(=O)OCC(=O)NC(=O)c2ccccc2)cc1	0.4
O=C(OCc1cc(=O)n2ccsc2n1)c1ccc(O)cc1O	2.5
CN(Cc1cccs1)C(=O)c1ccc(Cl)c(S(=O)(=O)N2CCCCCC2)c1	0.2
CCOCCn1c(=O)c2c(nc3n2CCN3c2ccc(CC)cc2)n(C)c1=O	-0.6
Cc1ccc(NC(=O)COC(=O)c2ccc(=O)n(Cc3ccccc3)n2)cc1F	0.3
CC(C)(C)c1ccccc1NC(=O)c1cc(-c2ccncc2)nc2ccccc12	-2.0
CS(=O)(=O)c1ccc2nc(NC(=O)CCNC(=O)c3ccccc3Cl)sc2c1	0.8
CNS(=O)(=O)c1cccc(C(=O)OCC(=O)N2c3ccccc3NC(=O)C2(C)C)c1	0.5
O=C(CCSc1ccccc1)NNC(=O)c1ccccc1F	-0.5
COc1ccc(CCNS(=O)(=O)CCNC(=O)c2ccc(OC)cc2)cc1	0.6
COc1ccc(C2=Nn3c(nnc3-c3ccccc3OC)SC2)cc1OCC1CC1	0.2
Cc1ccc(NC(=O)C2COc3ccccc3O2)cc1S(=O)(=O)N1CCCCC1 (stereo not given)	-0.7
CC(=O)N1CCN(C(=O)COC(=O)c2oc3ccccc3c2C)CC1	0.2
CCCN(CC(=O)NC(=O)NC1CCCCC1)CC(=O)Nc1cc(Cl)ccc1Cl	0.4
Fc1ccc2cc(-c3ccsc3)ncc2c1	-2.2
Cc1ccc(S(=O)(=O)N2CCOCC2)cc1C(=O)OCC(=O)NC1CCCC(C)C1C (stereo not given)	4.2
Cc1cc(C)c(NC(=O)COC(=O)C2=COCCO2)c(Cl)c1	-1.2
NC(=O)C1CCN(S(=O)(=O)c2cc3c4c(c2)CCN4C(=O)CC3)CC1	1.3
Cc1onc(-c2ccccc2)c1C(=O)OCc1nnc(-c2ccccc2)o1	-1.6
COCCN(Cc1ccccc1)C(=O)Cc1ccc(S(=O)(=O)N2CCOCC2)s1	0.4

Not all compounds are listed; count on the stated rates, not on these rows.
